TRHR PAM: allosteric enhancers of human TRH receptor | AID 493056 | enhancement, % at 2 µM | TRHR cells, fluo-8 calcium fluorescence, EC20 TRH enhancement | P34981 | 0.66% of 360,000 active; in the data active means enhancement above about 30%; further: 0% is about no effect
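TRHR-expressing cells loaded with fluo-8 calcium dye were read kinetically (ex 480/em 530) during compound addition, then stimulated with an EC20 of TRH (10 nM final). Enhancement of the Gq-mediated intracellular calcium response was scored.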
USP1 inh: inhibitors of human USP1/UAF1 deubiquitinase; O94782; recombinant USP1/UAF1, Ub-Rhodamine cleavage fluorescence; Potency, µM (doses to about 57.1 µM), for the others: at the top dose activity change, negative = inhibition, most hits filed as inhibitors; 0.23% of 390,000 active; AID 743255; further: potency means the concentration at half of the fitted maximal effect; on the % scale 0 is the no-effect control and ±100 the full control effect; nearly all actives have a fitted effect of over 60% in size; inactives centre near -12
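In this screen, compounds sit with the deubiquitinase complex (1nM) for 15 min at room temperature before Ub-Rho is added at 150nM final. Fluorescence rise is then followed for 6 reads every 60 seconds.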
TrxR1 inh: inhibitors of rat thioredoxin reductase 1. O89049. recombinant rTrxR1, NADPH fluorescence consumption, selenite substrate. Potency, µM (series often up to 114 µM), without a hit: at the highest dose activity change, negative = inhibition, most hits filed as inhibitors. 1% of 390,000 active. AID 588453; further: potency means the concentration at half of the fitted maximal effect; on the % scale 0 is the no-effect control and ±100 the full control effect; nearly all actives have a fitted effect of over 65% in size
Target sequence (O89049 whole entry, looked up): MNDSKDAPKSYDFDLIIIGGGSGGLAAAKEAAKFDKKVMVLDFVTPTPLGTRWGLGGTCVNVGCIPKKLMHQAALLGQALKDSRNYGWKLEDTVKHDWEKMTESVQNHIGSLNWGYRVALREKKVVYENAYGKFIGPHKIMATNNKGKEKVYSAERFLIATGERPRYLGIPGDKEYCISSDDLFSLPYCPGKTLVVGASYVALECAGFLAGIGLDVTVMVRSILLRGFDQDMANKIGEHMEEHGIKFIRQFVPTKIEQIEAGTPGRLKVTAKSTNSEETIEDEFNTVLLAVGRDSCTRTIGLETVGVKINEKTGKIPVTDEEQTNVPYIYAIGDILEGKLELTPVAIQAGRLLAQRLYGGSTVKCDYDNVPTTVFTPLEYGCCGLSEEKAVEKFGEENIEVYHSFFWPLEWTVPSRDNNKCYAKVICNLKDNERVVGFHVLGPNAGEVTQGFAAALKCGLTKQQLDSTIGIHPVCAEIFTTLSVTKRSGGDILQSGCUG
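Rat TrxR1 (90 nM in the dispensed reagent) was pre-reduced with 400 uM NADPH for 5 min at room temperature, then incubated with compound for 15 min. After 400 uM selenite was added, NADPH fluorescence (Ex 340/Em 450 nm) was followed for 8 min.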
D2 antag: antagonizes the human D2 dopamine receptor. inhibition, % at 10 µM. AID 485344. 2% of 340,000 active. HEK293 TREx D2 cells, calcium flux, dopamine EC80; in the data active means inhibition above about 30%; further: 0% is about no effect
Target sequence (P14416 whole entry, looked up): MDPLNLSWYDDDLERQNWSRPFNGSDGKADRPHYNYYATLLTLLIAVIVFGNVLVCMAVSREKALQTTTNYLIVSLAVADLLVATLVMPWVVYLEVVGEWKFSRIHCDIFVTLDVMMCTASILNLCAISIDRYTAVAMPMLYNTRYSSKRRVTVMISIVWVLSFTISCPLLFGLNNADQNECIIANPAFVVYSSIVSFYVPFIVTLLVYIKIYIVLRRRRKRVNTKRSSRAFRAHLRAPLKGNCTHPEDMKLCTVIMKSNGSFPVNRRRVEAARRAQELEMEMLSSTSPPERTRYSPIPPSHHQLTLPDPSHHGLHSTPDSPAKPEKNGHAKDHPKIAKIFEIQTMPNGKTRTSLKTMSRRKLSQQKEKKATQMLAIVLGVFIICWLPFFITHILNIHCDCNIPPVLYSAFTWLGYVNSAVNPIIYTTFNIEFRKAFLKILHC
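Tetracycline-induced HEK293 T-REx cells expressing D2 force-coupled to calcium signalling were dye-loaded, exposed to compound for 180 s, then challenged with an EC80 of dopamine; calcium flux was followed kinetically for a further 180 s.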
TRHR agonist: activates the human TRH receptor. P34981. TRHR cells, calcium flux fluo-8, FDSS agonist mode. activation, % at 2 µM. 0.18% of 360,000 active; in the data active means activation above about 30%; further: 0% is about no effect
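Agonist-mode FDSS calcium read (Ex 480/Em 530, 1 s cycles) in 1536-well TRHR cells with fluo-8 dye, after 10-cycle baseline and 23 nL compound addition; TRH at EC20 (10 nM final) added afterwards for the enhancer phase.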
mIDH1 inhibitor: blocks human mutant IDH1 R132H enzyme; O75874; 0.093% of 390,000 active; Potency, µM (top dose mostly 76.6 µM), for inactives: at the top dose activity change, negative = inhibition, actives largely listed as inhibitors; IDH1-R132H enzyme, NADPH consumption, diaphorase/resazurin fluorescence; further: potency means the concentration at half of the fitted maximal effect; on the % scale 0 is the no-effect control and ±100 the full control effect; nearly all actives have a fitted effect of over 65% in size
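IDH1-R132H (0.5 ug/mL) preincubated 30 min with compound, then NADPH (0.016 mM) and alpha-KG (2 mM) added; 80 min at RT, pH 7.5. Remaining NADPH coupled via diaphorase/resazurin to fluorescence (540/590 nm); concentration-response curves normalized to no-enzyme control.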
TrxR1 substrate: is turned over as a substrate by rat TrxR1 | 0.01% of 390,000 active | Potency, µM (top dose mostly 114 µM), without a hit: at the top dose activity change, negative = substrate turnover | purified TrxR1 substrate turnover, NADPH consumption readout | AID 588456 | O89049; further: potency means the concentration at half of the fitted maximal effect; on the % scale 0 is the no-effect control and ±100 the full control effect; nearly all actives have a fitted effect of over 50% in size
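Rat TrxR1, dispensed at 90 nM, was prereduced with 400 uM NADPH (final) for 5 min at ~22 deg C, then incubated with compound 15 min before 400 uM selenite. A first-read NADPH fluorescence drop versus no-compound background flagged substrates.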
D2 agonist: agonists of human D2 dopamine receptor; activation, % at 2 µM; HEK293 T-REx D2 cells, calcium flux agonist mode; 0.53% of 340,000 active; P14416; AID 485358;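 active means activation over 3 SD above normal in the single-dose calcium agonist read, cut at about 30% in these data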; further: 0% is about no effect
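In this primary screen, compounds producing a positive calcium signal within 180 s of addition to tetracycline-induced, force-coupled HEK293 Trex D2 cells are flagged; cells are dye-loaded with a no-wash calcium kit beforehand.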
PI4K2A inh: blocks human PI4K2A kinase activity | purified PI4K2A, ADP-Glo luminescence, 1 h; hits give low values | 0.13% of 420,000 active | activity change, negative = inhibition, % at 76.9 µM | AID 1346378 | Q9BTU6; in the data active means activity change below about -50%; inconclusive means mostly about -30% to -49%;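 further: -100% = wells without enzyme as full effect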
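ADP-Glo luminescence measured ADP generated by PI4K2A enzyme (4 ug/mL before mixing) with 1.2 mM PI substrate (pre-mix) and 300 microM ATP (pre-mix). Tris pH7.5 buffer with MgCl2, Triton X-100; 1 h reaction at ambient temperature.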
* = called active by the depositor; [ ] = another dose, or the depositor's remark. Unless noted, the call rests on the fitted dose curve; in most records, active means well fitted inhibition curve with a large enough effect; inconclusive means small, poorly fitted or top-dose-only effect; inactive means no such curve, though single readings can be large or run the other way.

`COC1OC(COC(=O)CNC(=O)OC(C)(C)C)C(O)C(O)C1O` (stereo unspecified) gave TRHR PAM -0.8, USP1 inh -10.6%, TrxR1 inh -5.8%, D2 antag 6.1, TRHR agonist 0.5, mIDH1 inhibitor -8.0%, TrxR1 substrate -5.0%, D2 agonist 1.6 and PI4K2A inh -9.5.
`CCn1nc(C)c(C2C(C#N)=C(N)OC3=C2C(=O)CCC3)c1C` (stereo unspecified) gave TRHR PAM -1.3, USP1 inh -14.8%, TrxR1 inh 2.9%[57.1 µM], D2 antag 12.7, TRHR agonist 0.7, mIDH1 inhibitor 4.0%, TrxR1 substrate 8.6%[57.1 µM], D2 agonist 2.5 and PI4K2A inh -3.3.
CCOCCCn1c(SCC(=O)Nc2cc(OC)ccc2OC)nc2ccccc2c1=O was read as TRHR PAM 4.3, USP1 inh -8.4%, TrxR1 inh 2.7%, D2 antag -0.8, TRHR agonist -0.5, mIDH1 inhibitor -2.8%, TrxR1 substrate -2.2%, D2 agonist -0.9 and PI4K2A inh -2.2.
Screening COCCCNc1nc2nonc2nc1N1CCN(Cc2cccc(C)c2)CC1 returned TRHR PAM -3.5, USP1 inh -10.1%, TrxR1 inh -1.3%, D2 antag -7.8, TRHR agonist 0.3, mIDH1 inhibitor -11.0%, TrxR1 substrate -8.4%, D2 agonist 0.3 and PI4K2A inh 0.4.
COc1ccc(Br)cc1C1CC(=O)C(C)C(c2cc(Br)ccc2OC)N1 (stereo unspecified) was read as TRHR PAM -9.1, USP1 inh 1.0%, TrxR1 inh 8.6%[57.1 µM], D2 antag 6.2, TRHR agonist -0.4, mIDH1 inhibitor 4.3%, TrxR1 substrate -7.5%, D2 agonist -0.5 and PI4K2A inh 1.1.
CN(C)S(=O)(=O)N1CCN(CC(O)COc2ccc3cc(Br)ccc3c2)CC1 (stereo unspecified) was read as TRHR PAM -13.7, USP1 inh -8.4%, TrxR1 inh 7.8%[57.1 µM], D2 antag 19.1, TRHR agonist 0.8, mIDH1 inhibitor 6.7%, TrxR1 substrate -2.0%, D2 agonist 0.4 and PI4K2A inh 6.7.
Screening CCN(C(=O)c1cc(Cl)ccc1OC)C1CCCCC1 returned TRHR PAM 3.6, USP1 inh -19.8%, TrxR1 inh inconclusive, D2 antag -16.6, TRHR agonist -1.4, mIDH1 inhibitor 3.2%, TrxR1 substrate 8.3%, D2 agonist 0.3 and PI4K2A inh 1.0.
Screening CCOC(=O)c1c(NC(=O)CSc2nnc(-c3cccnc3)o2)sc(C(C)=O)c1C returned TRHR PAM 13.8, USP1 inh -12.9%, TrxR1 inh -6.9%, D2 antag -0.5, TRHR agonist 0.1, mIDH1 inhibitor 4.6%, TrxR1 substrate -12.2%, D2 agonist -0.6 and PI4K2A inh -9.7.
`COc1ccc(Cc2nnc(NC(=O)CSc3ccc(C)cc3)s2)cc1` gave TRHR PAM -3.5, USP1 inh -3.5%, TrxR1 inh -11.9%, D2 antag -1.3, TRHR agonist 0.7, mIDH1 inhibitor -4.5%, TrxR1 substrate -7.0%, D2 agonist 2.7 and PI4K2A inh 5.0.
Screening COCC(=O)N(Cc1cc2cc(OC)ccc2[nH]c1=O)c1ccc(C)cc1 returned TRHR PAM -0.6, USP1 inh 3.2%, TrxR1 inh -22.9%, D2 antag 13.2, TRHR agonist -0.4, mIDH1 inhibitor 0.4%, TrxR1 substrate 47.2%[activator], D2 agonist 1.0 and PI4K2A inh -9.6.
`O=C(O)c1ccccc1C(=O)NC1CCCCNC1=O` (stereo unspecified) gave TRHR PAM -2.5, USP1 inh -14.5%, TrxR1 inh 14.0%, D2 antag 9.2, TRHR agonist -0.8, mIDH1 inhibitor -3.2%, TrxR1 substrate -5.5%, D2 agonist -0.4 and PI4K2A inh 1.7.
`Cc1csc(=O)n1CC(=O)OCC(=O)NCc1ccc(F)cc1` gave TRHR PAM 0.3, USP1 inh 2.1%, TrxR1 inh 1.2%, D2 antag -14.0, TRHR agonist 0.8, mIDH1 inhibitor -4.9%, TrxR1 substrate -3.4%, D2 agonist 0.2 and PI4K2A inh 0.6.
Screening Cc1ccc(/C=C(\C#N)C(=O)NCc2ccco2)o1 returned TRHR PAM 1.7, USP1 inh -27.2%, TrxR1 inh 14.4%, D2 antag 0.3, TRHR agonist -0.9, mIDH1 inhibitor 15.7%, TrxR1 substrate -3.3%, D2 agonist -1.2 and PI4K2A inh 4.9.
For Cc1ccc(C(C)NC(=O)C23CC4CC(CC(C4)C2)C3)cc1 (stereo unspecified) the results were TRHR PAM -1.0, USP1 inh -14.6%, TrxR1 inh 36.9%[activator][57.1 µM], D2 antag 2.3, TRHR agonist 0.3, mIDH1 inhibitor 9.1%, TrxR1 substrate 21.3%[57.1 µM], D2 agonist -1.1 and PI4K2A inh -1.6.
`Cc1ccc(NC(=O)CCNS(=O)(=O)c2ccc3c(c2)CCC(=O)N3)cc1F` gave TRHR PAM -4.2, USP1 inh 1.6%, TrxR1 inh -2.0%[57.1 µM], D2 antag -2.0, TRHR agonist -0.2, mIDH1 inhibitor -8.6%, TrxR1 substrate -4.0%[57.1 µM], D2 agonist -0.7 and PI4K2A inh -3.1.

The closing 2 compounds of the part before are carried over, then new ones follow.
For Cc1ccc(C(C)NC(=O)C23CC4CC(CC(C4)C2)C3)cc1 (stereo unspecified) the results were TRHR PAM -1.0, USP1 inh -14.6%, TrxR1 inh 36.9%[activator][57.1 µM], D2 antag 2.3, TRHR agonist 0.3, mIDH1 inhibitor 9.1%, TrxR1 substrate 21.3%[57.1 µM], D2 agonist -1.1 and PI4K2A inh -1.6.
`Cc1ccc(NC(=O)CCNS(=O)(=O)c2ccc3c(c2)CCC(=O)N3)cc1F` gave TRHR PAM -4.2, USP1 inh 1.6%, TrxR1 inh -2.0%[57.1 µM], D2 antag -2.0, TRHR agonist -0.2, mIDH1 inhibitor -8.6%, TrxR1 substrate -4.0%[57.1 µM], D2 agonist -0.7 and PI4K2A inh -3.1.
Screening O=C(CCS(=O)(=O)c1ccccc1)Nc1ccccc1-c1nc2ccccc2s1 returned TRHR PAM 0.0, USP1 inh 2.5%, TrxR1 inh 17.4%[57.1 µM], D2 antag -9.5, TRHR agonist 0.0, mIDH1 inhibitor 13.2%, TrxR1 substrate 1.4%[57.1 µM], D2 agonist -1.6 and PI4K2A inh 0.9.
`CCN(CC)CC(=O)Nc1ccc(-c2nc3cc(NC(=O)CN(CC)CC)ccc3o2)cc1` gave TRHR PAM -6.8, USP1 inh -3.5%, TrxR1 inh 24.0%[57.1 µM], D2 antag 3.0, TRHR agonist 1.1, mIDH1 inhibitor -0.3%, TrxR1 substrate 41.6%[activator][57.1 µM], D2 agonist 0.5 and PI4K2A inh 9.0.
For Cc1cc(C)cc(OC(=O)CCN2C(=O)C3C4C=CC(C5CC45)C3C2=O)c1 (stereo unspecified) the results were TRHR PAM -0.2, USP1 inh -3.1%, TrxR1 inh 4.0%, D2 antag 21.9, TRHR agonist -1.7, mIDH1 inhibitor 0.1%, TrxR1 substrate -4.9%, D2 agonist -2.0 and PI4K2A inh -2.9.
Screening CCC(C)[C@H](NC(=O)Nc1ccc2c(c1)OCCO2)C(=O)O (stereo partly specified) returned TRHR PAM -3.9, USP1 inh -5.4%, TrxR1 inh 13.9%, D2 antag -16.8, TRHR agonist 0.0, mIDH1 inhibitor -4.5%, TrxR1 substrate 2.1%, D2 agonist 0.6 and PI4K2A inh 0.6.
`O=Cc1ccc2noc(-c3ccc(F)cc3)c2c1` gave TRHR PAM 3.3, USP1 inh -21.1%, TrxR1 inh inconclusive, D2 antag -11.6, TRHR agonist -0.1, mIDH1 inhibitor 3.0%, TrxR1 substrate 3.3%, D2 agonist -0.3 and PI4K2A inh 2.3.
For COc1cc(Cl)ccc1OCc1cc(C(=O)N(C)Cc2cccc3cnccc23)no1 the results were TRHR PAM 5.6, USP1 inh -13.3%, TrxR1 inh -2.0%, D2 antag -14.0, TRHR agonist -0.1, mIDH1 inhibitor -5.7%, TrxR1 substrate -0.1%, D2 agonist -0.2 and PI4K2A inh -2.4.
For COc1cccc(OC)c1C(=O)OCC(=O)N1CC(C)CC(C)C1 (stereo unspecified) the results were TRHR PAM 5.7, USP1 inh -13.4%, TrxR1 inh -20.2%, D2 antag 32.0*, TRHR agonist 0.0, mIDH1 inhibitor 7.2%, TrxR1 substrate -10.7%, D2 agonist -0.4 and PI4K2A inh -1.6.
For Cc1ccc(C)c(S(=O)(=O)N2CCN(C(C)C(=O)Nc3ccccc3-c3ccccc3)CC2)c1 (stereo unspecified) the results were TRHR PAM -4.5, USP1 inh -8.0%, TrxR1 inh 18.2%, TRHR agonist 0.1, mIDH1 inhibitor -3.7%, TrxR1 substrate 1.3% and PI4K2A inh -0.1.
`O=[N+]([O-])c1cc(S(=O)(=O)N2CCCCC2)ccc1NCCCN1CCOCC1` gave TRHR PAM -3.3, USP1 inh -37.0%, TrxR1 inh -46.5%, D2 antag -18.0, TRHR agonist 0.2, mIDH1 inhibitor 1.9%, TrxR1 substrate 9.0%[57.1 µM], D2 agonist 1.0 and PI4K2A inh -0.5.
Screening O=C(Nc1ccc(C(=O)N2CCOCC2)cc1)c1ccccc1 returned USP1 inh -21.4%, TrxR1 inh 14.8%, mIDH1 inhibitor 2.1%[38.3 µM], TrxR1 substrate 3.7% and PI4K2A inh -6.5.
For O=C(O)COc1ccc(Cl)cc1CO the results were TRHR PAM -5.1, USP1 inh -12.1%, TrxR1 inh 20.9%, D2 antag 7.9, TRHR agonist 0.3, mIDH1 inhibitor 14.2%, TrxR1 substrate 2.6%, D2 agonist 0.4 and PI4K2A inh 1.6.
For Brc1ccc(CN2CCc3nc(Nc4ccccc4)ncc3C2)s1 the results were TRHR PAM -11.7, USP1 inh -9.3%, TrxR1 inh -2.0%[57.1 µM], TRHR agonist -0.9, mIDH1 inhibitor -0.3%, TrxR1 substrate -6.6%[57.1 µM], D2 agonist 1.3 and PI4K2A inh 0.3.
